Yfh1-depleted yeast = mitochondrial function rescue without frataxin homolog – Friedreich's ataxia, plus single-dose screen, dose response (AID 1465); S. cerevisiae Yfh1-off respiration, WST-1 reduction, 72 h; higher fold induction means a stronger effect; fold induction at 50 µM, or EC50 in µM where a hit was titrated; 220,000 compounds, 0.074% hits;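 active = fold induction of absorbance versus untreated yeast above a set limit, then at least 30% activation at any dose in follow-up; inconclusive = repeats straddling the limit, or above it without dose testing; inactive = fold induction below the set limit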;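 note: activators that raise dye reduction in frataxin-depleted yeast; strong numbers were not always called active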
KOR beta-arrestin-1 = kappa opioid receptor blockers – cell-based, luminescence, uHTS (AID 1778). KOR beta-arrestin recruitment, luminescence, antagonist mode; higher % means a stronger effect. one-dose inhibition, % at 10 µM; IC50 in µM for titrated hits. 290,000 compounds, 0.091% hits; note: strong numbers were not always called active
NS5 inhibitors = Dengue-2 NS5 methyltransferase inhibitors, primary screen, biochemical, confirmation dose response (AID 588689). 340,000 compounds, 0.3% hits. Dengue-2 NS5 methyltransferase capping enzyme assay, biochemical; higher % means a stronger effect. inhibition, % at 25 µM, or IC50 in µM where a hit was titrated; in the data active = a potency from the dose series; inconclusive = inhibition above about 29% without an active follow-up result
NOD1 inhibition = inhibition of NOD1-driven NF-kB reporter – cell-based, luminescence, uHTS, primary screen (AID 1578); one-dose inhibition, % at 4 µM; EC50 in µM for titrated hits; 290,000 compounds, 1% hits; NOD1-driven NF-kB luciferase reporter cells, luminescence; higher % means a stronger effect; in the data active = inhibition mostly above about 36%, no sharp cut-off; inactive = mostly below about 34%;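 note: HEK-293T reporter cells stimulated with the NOD1 agonist gamma-tri-DAP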
KOR beta-arrestin-2 = kappa opioid receptor activators – cell-based, luminescence, uHTS, primary screen (AID 1777) | activation, % at 10 µM, or EC50 in µM where a hit was titrated | 280,000 compounds, 0.02% hits | KOR beta-arrestin recruitment, luminescence; higher % means a stronger effect; in the data active = activation above about 50%, passing the limit was not always enough; note: a part of the inactive calls stands beside numbers as strong as those of hits
West Nile virus CPE = inhibition of WNV-induced cytopathic effect – cell-based, CPE readout (AID 1621); West Nile virus-infected cells, CPE inhibition; higher % means a stronger effect; CPE inhibition, % at 10 µM, or IC50 in µM where a hit was titrated; 290,000 compounds, 0.02% hits; in the data active = a potency from the dose series; inconclusive = CPE inhibition mostly from about 3.7% at the one dose, without a potency; inactive = the rest, 99 in 100 with CPE inhibition below about 2.2%; note: strong numbers were not always called active
AID2073 = inhibitors of Mint1-CaV2.2 protein interaction, biochemical, HTRF (AID 2073). HTRF protein-protein interaction, Mint1-CaV2.2; higher % means a stronger effect. 290,000 compounds, 0.19% hits. one-dose inhibition, % at 20 µM; IC50 in µM for titrated hits; in the data active = inhibition mostly above about 51%, no sharp cut-off; inconclusive = no clear call, values can overlap the other calls; inactive = mostly below about 53%; note: some results filed as inactive read as strong as hits
HIV fusion peptide = inhibitors of HIV fusion peptide binding, primary screen, biochemical, uHTS, fluorescence dequenching (AID 1986); cell-free peptide binding, fluorescence dequenching, 30 min; higher % means a stronger effect; inhibition, % at 20 µM, or IC50 in µM where a hit was titrated; 290,000 compounds, 0.3% hits; in the data active = inhibition mostly above about 52%, no sharp cut-off; inactive = mostly below about 76%; note: some results filed as inactive read as strong as hits
NOD2 inhibition = inhibition of NOD2-driven NF-kB reporter – cell-based, luminescence, uHTS, HEK293 (AID 1566); HEK293 NOD2/NF-kB luciferase reporter, luminescence; higher % means a stronger effect; one-dose inhibition, % at 4 µM; EC50 in µM for titrated hits; 290,000 compounds, 0.63% hits; note: many of its hits are not listed in these tables
NS5 inhibitors pilot replicate = further read-out of NS5 inhibitors, marked with its call; inhibition, %; measured here: pilot screen replicate inhibition
The depositor's hits bear a star; i = inactive; u = inconclusive; x = no result given; [ ] = dose if it differs, or a comment. Cut-off read from the data, not from the text of the source, unless noted: active = inhibition above about 50%; inactive = the rest.

SMILES	Yfh1-depleted yeast	KOR beta-arrestin-1	NS5 inhibitors	NOD1 inhibition	KOR beta-arrestin-2	West Nile virus CPE	AID2073	HIV fusion peptide	NOD2 inhibition	others
CN(C)S(=O)(=O)N1CCC(Oc2cccc(C(=O)N3CCSCC3)c2)CC1	x	-5.6%	-1.3%	-20.3%	-5.4%	-0.7%	-8.7%	-0.9%	4.4%
COc1cccc(NC(=S)N2CCN(Cc3ccccc3)CC2)c1	i	-31.0%	-10.2%	-23.8%	1.9%	-1.0%	-30.7%	-0.3%	-5.0%
CN(C)S(=O)(=O)c1ccc2[nH]cc(/C=C/c3nc4ccccc4c(=O)n3-c3ccccc3)c2c1	i	-28.4%	8.2%	9.4%	2.1%	2.0%	23.3%	-0.4%	-47.1%
O=C1C2C3CCC(O3)C2C(=O)N1c1cccc(O)c1 (configuration not stated)	x	-24.5%[20 µM]	4.6%	25.9%	-3.3%	0.1%	11.1%	-1.4%	19.9%
COc1ccc(CNC(=O)c2cc(-c3cc(C)ccc3O)n[nH]2)cc1	i	-2.3%	-2.3%	-7.3%	1.4%	-0.1%	3.8%	-3.5%	-12.1%
O=C(Nc1cnn(C23CC4CC(CC(C4)C2)C3)c1)c1cnn2cccnc12	i	-35.0%	0.7%	-42.2%	-0.4%	-0.6%	u	-1.9%	-114.8%
O=C(N/C(=C\c1ccc(Br)cc1)C(=O)N1CCCC1)c1ccccc1F	i	-14.8%[20 µM]	-4.5%	-29.0%	x	-0.8%	17.6%	1.2%	4.8%
CC(C)(C)Nc1nc(N)nc(Cl)n1	i	-11.4%	-3.1%	-46.3%	0.4%	0.0%	-1.3%	0.4%	-11.7%
O=C(NCCCN1CCOCC1)c1ccccc1N1C(=O)[C@@H]2Cc3c([nH]c4ccccc34)C(c3cccc(Cl)c3)N2C1=O (some centres not stated)	x	12.4%[20 µM]	0.0%	-15.4%	1.7%	1.6%	12.3%	0.8%	20.7%
Cc1ccc(NC(=O)c2cncc(Br)c2)cc1S(=O)(=O)N(C)C	i	-18.6%	-1.4%	-23.3%	11.3%	-0.4%	0.1%	-2.6%	-24.7%
NC(=O)/C(=C/c1cccnc1)NC(=O)c1ccccc1	i	20.2%	4.6%	4.1%	3.8%	-0.3%	8.4%	-0.6%	29.6%
Cc1ccc(C(=O)NN2C(=O)C3C4C=CC(C5CC45)C3C2=O)cc1 (configuration not stated)	i	-3.0%	-2.2%	-27.4%	-0.7%	0.3%	-11.4%	-0.5%	-5.6%
O=C(COC(=O)c1cccc([N+](=O)[O-])c1)NCc1ccc2c(c1)OCO2	i	15.1%	0.9%	-23.7%	3.2%	-0.5%	8.1%	-1.3%	-1.2%
S=C(NCCCN1CCOCC1)Nc1ccc(N2CCOCC2)cc1	i	-17.6%	-9.3%	-18.4%	-2.8%	0.8%	-16.4%	-0.8%	3.9%
CC(C)c1ccc(S(=O)(=O)Nc2ccc(SC(F)F)cc2)cc1	i	4.3%	-4.5%	7.9%	-7.2%	u	18.6%	1.0%	-8.4%
Cc1cc(C)cc(N(C(=O)c2snc(C(N)=O)c2N)C(C(=O)NCC2CCCO2)c2cccs2)c1 (configuration not stated)	i	-36.2%	x	-30.6%	1.7%	-1.1%	11.5%	0.2%	1.6%
COc1ccc(NC(=O)c2cc(C(C)C)on2)c(OC)c1	i	-58.3%	2.1%	-5.1%	-4.3%	-0.5%	-0.2%	-1.3%	-7.9%
O=C(O)CC(C(=O)O)N1C(=O)/C(=C/c2ccc(-c3nc4ccccc4s3)o2)SC1=S (configuration not stated)	x	28.2%	16.1%	-13.1%	-0.7%	x	-3.3%	99.0%*	-17.0%
COc1ccc(C(CC(=O)O)NC(=O)C(c2ccccc2)c2ccccc2)cc1 (configuration not stated)	x	-10.3%	1.3%	-7.7%	-1.9%	0.2%	10.6%	-1.8%	8.2%
CC(=O)c1cccc(NC(=O)C=C(C)C)c1	i	12.7%	-2.8%	-13.5%	-7.7%	1.4%	-1.4%	-1.7%	14.6%
N#Cc1c(-c2ccccc2)nc(N2CCCCCC2)[nH]c1=O	i	3.0%	-1.6%	12.9%	1.1%	0.8%	31.7%	3.6%	-0.4%
N#C/C(=C\c1ccc([N+](=O)[O-])cc1)C(=O)Nc1ccccc1O	i	21.4%	8.9%	-35.4%	3.2%	-1.1%	-7.6%	15.4%	-19.5%
O=c1sc(Nc2ccccc2)nc2ccsc12	i	-5.4%	-3.4%	-34.1%	3.4%	0.8%	4.5%	-1.2%	-17.5%	NS5 inhibitors pilot replicate=0.1
N#Cc1ccccc1COc1cccc2c1CCCC2O (configuration not stated)	x	-14.5%	-3.3%	-10.3%	-3.2%	-0.4%	10.4%	-2.0%	0.2%
OCCN(CCO)CC(O)Cn1c2ccccc2c2ccccc21 (configuration not stated)	i	-17.2%	-2.0%	10.5%	11.1%	0.1%	3.6%	1.2%	0.1%
The list goes on:
SMILES	Yfh1-depleted yeast	KOR beta-arrestin-1	NS5 inhibitors	NOD1 inhibition	KOR beta-arrestin-2	West Nile virus CPE	AID2073	HIV fusion peptide	NOD2 inhibition	others
CC1CN(/C(=N\S(=O)(=O)c2ccccc2)c2ccccc2)CC(C)O1 (configuration not stated)	i	13.2%	2.1%	4.8%	-1.7%	0.0%	5.6%	-0.7%	24.4%
CCOC(=O)c1c(C)[nH]c(C(=O)COC(=O)CNC(=O)c2ccc(Cl)cc2)c1C	i	13.1%	-7.3%	-15.3%	-0.7%	-0.2%	5.8%	2.4%	6.1%
COc1ccc(CC(=O)Nc2ccc(S(=O)(=O)Nc3onc(C)c3C)cc2)cc1OC	x	-18.8%	4.2%	-9.8%	-3.3%	0.0%	10.7%	1.9%	3.2%
CCOc1ccc(NC(=O)COc2nsnc2N2CCOCC2)cc1	i	2.9%	-0.8%	3.3%	-5.2%	-0.3%	u	3.6%	5.5%
COc1ccc(NC(=O)NC(C)C2CC3CCC2C3)cc1 (configuration not stated)	i	14.4%	-26.6%	-4.8%	-3.5%	-0.7%	8.7%	1.0%	-13.3%
Cc1cccc(-n2c(SCC(N)=O)nc3c(c2=O)C2(CCCC2)Cc2ccccc2-3)c1	i	3.4%	-3.9%	30.1%	-0.3%	-0.7%	24.1%	1.2%	18.8%
Cc1nc2ccc(NC(=S)N3CCN(c4ccccn4)CC3)cc2nc1C	x	6.0%	-5.9%	-27.7%	-0.5%	x	-21.2%	1.8%	13.7%
CC(=O)n1cc([C@H]2C=C(C(=O)N3CCN(Cc4ccc5c(c4)OCO5)CC3)O[C@@H](OCCCCO)C2)c2ccccc21	i	-16.4%	-2.8%	-4.8%	2.2%	0.4%	5.8%	0.0%	-5.4%
CC1(C(=O)NNC(=O)c2ccc([N+](=O)[O-])cc2)CC1(Br)Br (configuration not stated)	x	-22.7%	29.5%	-12.5%	7.5%	0.2%	-8.7%	-1.1%	10.0%
O=C(CCS(=O)(=O)c1ccc(Cl)cc1)Nc1nc(-c2ccncc2)cs1	x	-77.4%	0.0%	23.3%	1.9%	2.0%	2.4%	-0.3%	0.0%
CC(=O)c1c(C)[nH]c(C(=O)NCc2cccc(Cl)c2)c1C	i	-22.0%	-1.5%	-42.4%	-5.9%	-0.6%	1.0%	1.1%	18.9%
CC1Sc2ccc(Cl)cc2-c2nc(N)ncc21 (configuration not stated)	i	-7.9%	-6.4%	50.5%*	-0.3%	0.3%	-14.1%	-1.1%	27.3%
CCCC(=O)NC(=S)Nc1ccc(C(C)=O)cc1	i	-52.0%	-0.7%	-2.8%	3.3%	-0.3%	-6.8%	-0.5%	8.7%
O=C(NCc1cccnc1)C(=O)NCC1OCCN1S(=O)(=O)c1ccc(F)cc1 (configuration not stated)	i	-52.2%	2.1%	22.4%	6.7%	-0.3%	8.7%	1.3%	7.4%
COCCN1C(=O)/C(=C/c2ccc(Oc3ccc([N+](=O)[O-])cn3)c(OC)c2)SC1=Nc1ccccc1	i	19.3%	-2.9%	-7.4%	5.0%	-0.7%	21.0%	0.3%	-13.4%
Clc1cccc(Cn2ncc3ccccc32)c1	x	-4.4%	-8.6%	-11.8%	0.2%	0.1%	16.0%	1.0%	-21.8%
COc1cc(N)c(Cl)cc1Cl	x	12.9%	x	-50.4%	-1.3%	x	-3.5%	-1.9%	-9.4%
O=C(Nc1cccc(-c2cn3ccccc3n2)c1)c1cccs1	i	19.2%	-1.8%	-3.9%	6.0%	0.0%	36.3%	0.4%	-15.5%
CCOc1ccc(N(CC(=O)NCc2ccc(OC)cc2)S(=O)(=O)c2c(C)[nH]c(=O)[nH]c2=O)cc1	x	-37.0%	-5.2%	-16.7%	4.3%	0.7%	4.4%	1.0%	4.6%
Cc1cccc2nc(COc3ccc(Cl)c4cccnc34)cn12	i	-20.1%	0.0%	-32.4%	-3.3%	-0.9%	17.1%	10.4%	-59.5%
O=C1N=C(N2CCCCC2)SC1=C1CCCCC1	i	-17.7%	-1.4%	-50.2%	-4.8%	-0.1%	-21.9%	-3.3%	-26.0%

Retrieved one by one from the entries so far, two records:
SMILES	Yfh1-depleted yeast	KOR beta-arrestin-1	NS5 inhibitors	NOD1 inhibition	KOR beta-arrestin-2	West Nile virus CPE	AID2073	HIV fusion peptide	NOD2 inhibition	others
CCOC(=O)c1c(C)[nH]c(C(=O)COC(=O)CNC(=O)c2ccc(Cl)cc2)c1C	i	13.1%	-7.3%	-15.3%	-0.7%	-0.2%	5.8%	2.4%	6.1%
CC(=O)c1c(C)[nH]c(C(=O)NCc2cccc(Cl)c2)c1C	i	-22.0%	-1.5%	-42.4%	-5.9%	-0.6%	1.0%	1.1%	18.9%

Of the compounds above, 7 contain an NH in an aromatic ring.
SMILES	Yfh1-depleted yeast	KOR beta-arrestin-1	NS5 inhibitors	NOD1 inhibition	KOR beta-arrestin-2	West Nile virus CPE	AID2073	HIV fusion peptide	NOD2 inhibition	others
CN(C)S(=O)(=O)c1ccc2[nH]cc(/C=C/c3nc4ccccc4c(=O)n3-c3ccccc3)c2c1	i	-28.4%	8.2%	9.4%	2.1%	2.0%	23.3%	-0.4%	-47.1%
COc1ccc(CNC(=O)c2cc(-c3cc(C)ccc3O)n[nH]2)cc1	i	-2.3%	-2.3%	-7.3%	1.4%	-0.1%	3.8%	-3.5%	-12.1%
O=C(NCCCN1CCOCC1)c1ccccc1N1C(=O)[C@@H]2Cc3c([nH]c4ccccc34)C(c3cccc(Cl)c3)N2C1=O (some centres not stated)	x	12.4%[20 µM]	0.0%	-15.4%	1.7%	1.6%	12.3%	0.8%	20.7%
N#Cc1c(-c2ccccc2)nc(N2CCCCCC2)[nH]c1=O	i	3.0%	-1.6%	12.9%	1.1%	0.8%	31.7%	3.6%	-0.4%
CCOC(=O)c1c(C)[nH]c(C(=O)COC(=O)CNC(=O)c2ccc(Cl)cc2)c1C	i	13.1%	-7.3%	-15.3%	-0.7%	-0.2%	5.8%	2.4%	6.1%
CC(=O)c1c(C)[nH]c(C(=O)NCc2cccc(Cl)c2)c1C	i	-22.0%	-1.5%	-42.4%	-5.9%	-0.6%	1.0%	1.1%	18.9%
CCOc1ccc(N(CC(=O)NCc2ccc(OC)cc2)S(=O)(=O)c2c(C)[nH]c(=O)[nH]c2=O)cc1	x	-37.0%	-5.2%	-16.7%	4.3%	0.7%	4.4%	1.0%	4.6%

Bioassay records (PubChem BioAssay)

An excerpt; count on the stated rates, not on these rows.
